# Pf apPOL inh – Pf-apPOL DNA polymerase inhibition; actives 0.25% (n = 210,000); Recombinant Pf-apPOL, molecular beacon fluorescence, 1.5 h; inhibition, % at 10 µM
# mHTT-CaM PPI inh – disrupts binding of mutant huntingtin to calmodulin | P42858 | AlphaScreen His-mHTT/GST-CaM binding, luminescence | inhibition, % at 15 µM | actives 3.6% (n = 190,000);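 further: 0% = both proteins with DMSO and 100% = one protein alone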
# The depositor's hits bear a star; i = inactive; / = no result given; & = joins results of further samples. No stated cut-off is given here; in the data, active means inhibition above about 50%; inactive means the rest. Not all compounds are listed, so the mix of outcomes need not match the whole.
# The first 4 records, ahead of the listing:
1. O=C(CC1CCN(S(=O)(=O)c2ccc(Cl)s2)CC1)N1CCC2(CC1)OCCO2
2. Cc1ccc(NS(=O)(=O)c2ccc(Cl)cc2)c(C)c1
3. C=CCNC(=O)CN1C(=O)C(CC)Oc2ccc(Cl)cc21 (centres undefined)
4. O=C1CC(c2ccc(Br)cc2)c2c(ccc3ncccc23)N1 (centres undefined)
compound no. | 1 | 2 | 3 | 4
Pf apPOL inh | 3 | 2 | -22 | -3
mHTT-CaM PPI inh | 4 | -20 | 4 | 5

# Results, from the start:
1. O=C(CC1CCN(S(=O)(=O)c2ccc(Cl)s2)CC1)N1CCC2(CC1)OCCO2
2. Cc1ccc(NS(=O)(=O)c2ccc(Cl)cc2)c(C)c1
3. C=CCNC(=O)CN1C(=O)C(CC)Oc2ccc(Cl)cc21 (centres undefined)
4. O=C1CC(c2ccc(Br)cc2)c2c(ccc3ncccc23)N1 (centres undefined)
5. CN(C)c1ccc(C(=O)N2CCCC(c3ccnc(Nc4ccc(F)cc4)n3)C2)cc1 (centres undefined)
6. COc1ccc(OC)c(S(=O)(=O)n2cnc3ccccc32)c1
compound no. | 1 | 2 | 3 | 4 | 5 | 6
Pf apPOL inh | 3 | 2 | -22 | -3 | -3 | 9
mHTT-CaM PPI inh | 4 | -20 | 4 | 5 | 88* | 12

7. CCOc1ccc(C2CC(=O)C3=C(C2)Nc2ccccc2NC3c2cccc(OC)c2)cc1OC (centres undefined)
8. Cc1nn(Cc2ccc(C(=O)Nc3cccc(S(=O)(=O)N4CCOCC4)c3)o2)c(C)c1Cl
9. CCOc1ccccc1NC(=O)CSc1nnc2ccc(-c3cccnc3)nn12
10. C=CCNC(=O)C1CC(=O)N(Cc2cc(C(F)(F)F)cc(C(F)(F)F)c2)C1 (centres undefined)
11. COc1ccc(CCNC(=O)CCC(=O)O)cc1OC
12. CCCNC(=O)C1CN(C(=O)c2ccc(C)cc2)CC1c1ccccc1 (centres undefined)
compound no. | 7 | 8 | 9 | 10 | 11 | 12
Pf apPOL inh | 6 | 8 | -6 | 1 | -3 | 0
mHTT-CaM PPI inh | 28 | 27 | -12 | 1 | / | 0

13. CCOc1ccccc1N1CCN(Cc2ccco2)CC1
14. Cc1oc(C2CCN(C(=O)CCCc3ccccc3)CC2)nc1C(=O)N(C)C
15. COc1ccc(C2=NN(CCC(=O)NC3CCCC(C)C3C)C(=O)CC2)cc1 (centres undefined)
16. COc1ccccc1-c1onc(C)c1C(=O)NC(C)c1ccccc1 (centres undefined)
17. CCOc1cccc2cc(C(N)=O)c(=Nc3ccc(Br)cc3)oc12
18. O=C(NCc1cccs1)c1coc(NC(=O)C2CC2)n1
compound no. | 13 | 14 | 15 | 16 | 17 | 18
Pf apPOL inh | -4 | 0 | -18 | -1 | -6 | -8
mHTT-CaM PPI inh | 3 | -1 | 17 | -9 | 2 | -18

19. Cc1cc(C(=O)NNc2ccc(Cl)cc2)cc(Cl)n1
20. CC1CC(=O)N(CC(N)=O)c2ccccc2S1(=O)=O (centres undefined)
21. Cc1cc(OCC(=O)NCc2ccccc2)cc(C)c1Cl
22. Cn1c(CSCC(=O)Nc2ccccc2)nnc1SCc1ccc(OC(F)(F)F)cc1
23. N#Cc1c(Nc2ccccc2)sc2c(N)nc(N)nc12
24. O=C(NCc1ccccc1Br)c1cn2c(n1)COCC2
compound no. | 19 | 20 | 21 | 22 | 23 | 24
Pf apPOL inh | -3 | -2 | 6 | -3 | 0 | -5
mHTT-CaM PPI inh | / | -8 | -6 | / | 4 | -9

25. CC1(C)OCC2(CO1)CN(C(=O)C1c3ccccc3Oc3ccccc31)C2
26. O=c1c2c3c(sc2nc2n1CCC2)CCCC3
27. CCc1ccc(NC(=O)Cn2nc3c(cc2=O)CN(C(C)=O)CC3)cc1
28. CCOC(=O)c1ccccc1NC(=O)CSc1ccc(-c2ccc3c(c2)OCO3)nn1
29. Nc1nc2ncc([C@H](O)[C@H](O)CO)nc2c(=O)[nH]1
30. Cc1ccc2c(Cl)c(C(=O)NCC3CCCO3)sc2c1 (centres undefined)
compound no. | 25 | 26 | 27 | 28 | 29 | 30
Pf apPOL inh | -5 | / | -7 | -5 | / | 4
mHTT-CaM PPI inh | -1 | -2 | -5 | -14 | 6 | 4

31. Cc1ccc(NC(=O)c2cc3c(=O)oc4ccccc4c3s2)cc1F
32. O=C(O)CC(NS(=O)(=O)c1ccc(F)c(Cl)c1)c1ccc(F)cc1 (centres undefined)
33. COc1ccc(/C(N)=N/OC(=O)COc2ccccc2OC)cc1
34. Cc1oc2cc(OCc3ccc([N+](=O)[O-])cc3)ccc2c(=O)c1-c1nc2ccccc2n1C
35. CC(=O)NC1=NC(=O)/C(=C\c2ccc([N+](=O)[O-])cc2)S1
36. COc1ccc(-n2c(-c3ccccc3)cn3c4c(=O)n(C)c(=O)n(C)c4nc23)cc1OC
compound no. | 31 | 32 | 33 | 34 | 35 | 36
Pf apPOL inh | -9 | 8 | 2 | -3 | 2 | -5
mHTT-CaM PPI inh | -7 | -4 | i | -4 | 11 | 4

# An excerpt of these results, with bars between the fields.
no. | Compound | Pf apPOL inh | mHTT-CaM PPI inh
32 | O=C(O)CC(NS(=O)(=O)c1ccc(F)c(Cl)c1)c1ccc(F)cc1 (centres undefined) | 8 | -4
33 | COc1ccc(/C(N)=N/OC(=O)COc2ccccc2OC)cc1 | 2 | i
34 | Cc1oc2cc(OCc3ccc([N+](=O)[O-])cc3)ccc2c(=O)c1-c1nc2ccccc2n1C | -3 | -4
35 | CC(=O)NC1=NC(=O)/C(=C\c2ccc([N+](=O)[O-])cc2)S1 | 2 | 11

# (listing goes on)
37. Cc1ccc(C2=CSC3=NCCN23)cc1
38. COc1ccc(-c2nc3c(c(=O)[nH]2)CCN(C(=O)Cc2ccc(OC)cc2Cl)C3)cc1
39. NC(=O)C1CCN(C(=O)c2cccc(C#CC3(O)CCCCC3)c2)CC1
40. COc1ccc(NC(=O)N2CCCC2c2ccc(C)cc2)c(OC)c1 (centres undefined)
41. Cc1ccc(C(=O)NCCc2nc3ccccc3c(=O)[nH]2)cc1C
42. CCCOC(=O)c1ccc(Oc2c(C)oc3cc(O)ccc3c2=O)cc1
compound no. | 37 | 38 | 39 | 40 | 41 | 42
Pf apPOL inh | 0 | 4 | 3 | -5 | 1 | -2
mHTT-CaM PPI inh | -7 | -8 | -1 | 18 | -7 | -4

43. CNS(=O)(=O)c1ccc2oc3ccc(S(=O)(=O)NC)cc3c2c1
44. Cc1ccc(-c2nc3ncccn3c2Nc2c(C)cccc2C)o1
45. CC(C)(C#N)OC(=O)NC1CCCCC1
46. O=c1[nH]nnc2ccc(Br)cc12
47. O=S1(=O)N=C(OCc2ccccc2)c2ccccc21
48. Cc1cccc(C)c1NC(=O)COc1ccccc1OCC(C)C
compound no. | 43 | 44 | 45 | 46 | 47 | 48
Pf apPOL inh | -14 | -6 | -4 | / | / | -3&-4
mHTT-CaM PPI inh | 4 | 10 | -2 | -1 | -7 | -8&-13

# Part of the list above in order of heavy-atom count, smallest number first:
46. O=c1[nH]nnc2ccc(Br)cc12
45. CC(C)(C#N)OC(=O)NC1CCCCC1
47. O=S1(=O)N=C(OCc2ccccc2)c2ccccc21
44. Cc1ccc(-c2nc3ncccn3c2Nc2c(C)cccc2C)o1
42. CCCOC(=O)c1ccc(Oc2c(C)oc3cc(O)ccc3c2=O)cc1
compound no. | 46 | 45 | 47 | 44 | 42
Pf apPOL inh | / | -4 | / | -6 | -2
mHTT-CaM PPI inh | -1 | -2 | -7 | 10 | -4

# Following part
49. Cc1ccc(N2NC(=O)/C(=C\c3ccc(F)cc3)C2=O)cc1
50. CCOC(=O)CSc1c(C(=O)OCC)c(=O)n(-c2ccccc2)c(=S)n1-c1ccccc1
51. COc1ccc(S(=O)(=O)NCc2ccc(C(=O)NCC(OC)OC)cc2)cc1
52. Cc1[nH]c2c(Cl)cccc2c(=O)c1CN1CCCCC1C (centres undefined)
53. CCSC1=NSC2=NC(=O)/C(=C\c3ccc(OC)cc3)C(=N)N12
54. COCCC1CCN(C(=O)CN(C)C(=O)Cc2ccc(F)cc2)CC1
compound no. | 49 | 50 | 51 | 52 | 53 | 54
Pf apPOL inh | 8 | 18 | 2 | 4 | -3 | -2
mHTT-CaM PPI inh | 1 | / | 2 | -2 | 7 | -7

55. Cc1sc2ncn(CCc3ccccc3)c(=O)c2c1C
56. CCN1c2cc(C(=O)NCc3cccc(Cl)c3)ccc2C(=O)N2CCCCC21 (centres undefined)
57. Cc1cc([N+](=O)[O-])nn1CC(=O)NCc1ccc(Cl)cc1
58. NC(=O)Cn1cc(C=O)c2ccccc21
59. O=C(NCc1ccco1)c1nnn(-c2ccc(Cl)cc2)c1-c1cccnc1
60. CCN(CC)S(=O)(=O)c1cc([N+](=O)[O-])ccc1N1CCC(C(N)=O)CC1
compound no. | 55 | 56 | 57 | 58 | 59 | 60
Pf apPOL inh | -4 | -2 | -3 | -7 | 4 | -11
mHTT-CaM PPI inh | -6 | -58 | -7 | -4 | -2 | 5

61. CCOC(=O)C1=C(N)Oc2c(oc(CO)cc2=O)C1c1ccc2c(c1)OCO2 (centres undefined)
62. CCC(CC)NC(=O)C1CCCN(c2cn[nH]c(=O)c2)C1 (centres undefined)
63. Cc1ccc(CNC(=O)C2(C)CCCN(C(=O)c3cccc(F)c3)C2)cc1 (centres undefined)
64. COc1ccc(C2=N/C(=C\c3ccc(C)cc3)C(=O)O2)c(Br)c1
65. CCN1CCCC1CNC(=O)CCc1nc(-c2ccc(OC)cc2)no1 (centres undefined)
66. Cc1cc(C)c(C#N)c(SCc2nc3cc([N+](=O)[O-])c([N+](=O)[O-])cc3[nH]2)n1
compound no. | 61 | 62 | 63 | 64 | 65 | 66
Pf apPOL inh | -14 | 1 | -2 | -4 | 2 | 9
mHTT-CaM PPI inh | 6 | 4 | 1 | 4 | 2 | 21

67. Nc1cc2[nH]c(=O)[nH]c2cc1N
68. O=C(Cc1ccc(F)cc1F)Nc1ccc(I)cc1
69. O=C(CN(c1cccc([N+](=O)[O-])c1)S(=O)(=O)c1ccccc1)NC1CC2CCC1C2 (centres undefined)
70. Cc1ccc(S(=O)(=O)N2CCN(C(=O)c3ccccc3Cl)CC2)cc1
71. CCOCCc1nnc(NC(=O)Nc2ccccc2OC)s1
72. CC(C)Cn1c(=O)c(C(=O)NC2CCCCC2)nc2cccnc21
compound no. | 67 | 68 | 69 | 70 | 71 | 72
Pf apPOL inh | / | -4 | 1 | -4 | -4 | -5
mHTT-CaM PPI inh | 13 | -6 | 1 | 2 | 2 | 0

73. CCc1c(C)c2ccc(OCC(=O)N3CCc4ccccc43)cc2oc1=O
74. CN1C(=O)C(C)(C(=O)N2CCC(Cc3ccccc3)CC2)Oc2cccnc21 (centres undefined)
75. Cc1nn(C2CCS(=O)(=O)C2)c(C)c1N1CCN(C(=O)c2ccco2)CC1 (centres undefined)
76. CCc1nnc2ccc(-c3noc(-c4ccc(C)c(C)c4)n3)cn12
77. Cc1nnc2c(Nc3ccc(I)cc3)nc3nonc3n12
78. COc1cc(OC)c(NC(=O)CC2CCCCC2)cc1Cl
compound no. | 73 | 74 | 75 | 76 | 77 | 78
Pf apPOL inh | -20 | -4 | -8 | 3 | 10 | 1
mHTT-CaM PPI inh | 2 | 15 | -18 | 17 | 4 | -6

79. Cn1c(=O)c2c(nc3n(Cc4ccccc4)c(C45CC6CC(CC(C6)C4)C5)cn23)n(C)c1=O
80. Cc1c(F)cccc1NC(=O)Nc1ccc2nncn2c1
81. O=S(=O)(Nc1cc(Cl)cc(Cl)c1)c1ccc2c(c1)OCCO2
82. Cc1ccc(-c2nc3cc(Cl)ccc3c(=O)o2)cc1[N+](=O)[O-]
83. CCn1c(C2CCN(C(=O)c3ccc(Br)o3)C2)nc2cccnc21 (centres undefined)
84. NNC(=O)Cn1cnc(-c2ccc([N+](=O)[O-])cc2)c1
compound no. | 79 | 80 | 81 | 82 | 83 | 84
Pf apPOL inh | -1 | 3 | 3 | -2 | -6 | -2
mHTT-CaM PPI inh | -4 | 0 | -17 | -2 | -2 | 4

85. CC(C)NC(=O)C1CC(=O)N(Cc2ccccc2F)C1 (centres undefined)
86. COCCOC(=O)c1c(C)oc2ccc(OC(=O)c3cccc([N+](=O)[O-])c3)cc12
87. CCC(=O)Nc1cccc(NC(=O)c2sc3ccccc3c2Cl)c1
88. Cc1cccc(S(=O)(=O)N2CCC(n3nc(C(C)C)cc3C(C)C)CC2)c1
89. O=C(Nc1nnc(C2CC(=O)N(c3ccccc3)C2)o1)C1=COCCO1 (centres undefined)
90. O=C(Sc1ccccn1)c1csc(C2COc3ccccc3O2)n1 (centres undefined)
compound no. | 85 | 86 | 87 | 88 | 89 | 90
Pf apPOL inh | -1 | 2 | -10 | -4 | -8 | -7
mHTT-CaM PPI inh | -4 | -7 | 56* | -3 | 24 | /

91. COc1ccc(/C=C2\SC(=O)N(Cc3ccc(F)cc3)C2=O)cc1
92. O=C(CCCOc1ccc(Cl)cc1Cl)Nc1ccccc1[N+](=O)[O-]
93. CCC[C@H]1[C@@H](OC(=O)NCc2cccs2)CC[C@@]23CCCN2C(=O)CCC[C@@H]13
94. OC(COC12CC3CC(CC(C3)C1)C2)CN1CCC(Cc2ccccc2)CC1 (centres undefined)
95. CSc1nnc2c(n1)[nH]c1ccccc12
96. COc1ccc(CCNC(=O)CCN2N=C(c3ccccc3)CCC2=O)cc1OC
compound no. | 91 | 92 | 93 | 94 | 95 | 96
Pf apPOL inh | -3 | -2 | -2 | -11 | 0 | -18
mHTT-CaM PPI inh | -1 | 8 | -2 | 4 | / | 1

97. CC1CCC2(CC1)NC(=O)N(CC(=O)N(C)c1ccccc1)C2=O (centres undefined)
98. CC(C)(O)C1C(N2CCOCC2)C(C)(C)S1(=O)=O (centres undefined)
99. Cc1ccc(NC(=O)N2CCCC(C)(C(=O)NCc3ccc(F)cc3)C2)cc1C (centres undefined)
100. Cc1ccc(OCC(=O)Nc2ccccc2C(F)(F)F)c(C)c1
101. COc1ccc(NC(=O)C(Cl)Cl)cc1Cl
102. O=S(=O)(N=Cc1cccnc1)c1cccs1
compound no. | 97 | 98 | 99 | 100 | 101 | 102
Pf apPOL inh | -2 | -10 | -2 | -8 | -3 | -1
mHTT-CaM PPI inh | 1 | 5 | 2 | -32 | -6 | -10
